EPAC1 agonist – agonists of human EPAC1; Potency, µM (titrated, usually from 154 µM), for the others: at the top dose activation, most hits filed as activators; 0.073% of 360,000 active; EPAC1 agonist qHTS, biochemical assay; response scale: 100% = response to 6.5 mM cAMP; O95398; AID 720707; note: potency is the fitted concentration of half-maximal effect; nearly all actives have a fitted effect of over 60% in size
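Read-out is the fluorescence drop as BODIPY-GDP leaves Rap1B (480 nm excitation, 540 nm emission), recorded every 5 minutes over 30 minutes. Reactions held 100 nM EPAC1, 250 nM Rap1B–BODIPY-GDP and 50 uM GDP, with 6.5 mM cAMP setting full activation.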
EPAC1 antag – antagonists of human EPAC1; Potency, µM (highest dose often 115 µM), for the others: top-dose activity change, negative = inhibition, actives largely listed as inhibitors; EPAC1 GEF assay, Rap1b-BODIPY-GDP exchange fluorescence; 0.14% of 360,000 active;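 note: potency is the fitted concentration of half-maximal effect; plate controls were vehicle for no effect and positive control for full effect; nearly all actives have a fitted effect of over 50% in size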
GLP1R inv ag – GLP-1 receptor (human) inverse agonism; Potency, µM (doses to about 38.3 µM), inactives show at the top dose activity change, negative = inhibition, hits mostly inhibitors; AID 624417; 1.6% of 410,000 active; HEK293 GLP-1R CRE-luciferase, luminescence, 24 h; GLP-1R form is constitutively active; note: potency is the fitted concentration of half-maximal effect; % is set by controls: 0 for no effect and ±100 for the full control effect; nearly all actives have a fitted effect of over 55% in size
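Constitutively active GLP-1R drives a cAMP-responsive luciferase in stably transfected HEK293 cells; test compounds are added after overnight (12 h) attachment and left 24 hr, and signal loss in luminescence marks inhibition.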
PTHR1 agonist – activates the human parathyroid hormone receptor PTHR1. Q03431. HEK293 GP2 PTHR1 cells, GloSensor cAMP luminescence, 1 h. Potency, µM (series often up to 115 µM), inactives show at the top dose activation, most hits filed as activators. 0.075% of 410,000 active; note: potency is the fitted concentration of half-maximal effect; nearly all actives have a fitted effect of over 55% in size; some results filed as inactive show a strong effect at the top dose; inactives centre near -15; many of its hits are not listed in these tables
Target sequence (Q03431 whole entry, looked up): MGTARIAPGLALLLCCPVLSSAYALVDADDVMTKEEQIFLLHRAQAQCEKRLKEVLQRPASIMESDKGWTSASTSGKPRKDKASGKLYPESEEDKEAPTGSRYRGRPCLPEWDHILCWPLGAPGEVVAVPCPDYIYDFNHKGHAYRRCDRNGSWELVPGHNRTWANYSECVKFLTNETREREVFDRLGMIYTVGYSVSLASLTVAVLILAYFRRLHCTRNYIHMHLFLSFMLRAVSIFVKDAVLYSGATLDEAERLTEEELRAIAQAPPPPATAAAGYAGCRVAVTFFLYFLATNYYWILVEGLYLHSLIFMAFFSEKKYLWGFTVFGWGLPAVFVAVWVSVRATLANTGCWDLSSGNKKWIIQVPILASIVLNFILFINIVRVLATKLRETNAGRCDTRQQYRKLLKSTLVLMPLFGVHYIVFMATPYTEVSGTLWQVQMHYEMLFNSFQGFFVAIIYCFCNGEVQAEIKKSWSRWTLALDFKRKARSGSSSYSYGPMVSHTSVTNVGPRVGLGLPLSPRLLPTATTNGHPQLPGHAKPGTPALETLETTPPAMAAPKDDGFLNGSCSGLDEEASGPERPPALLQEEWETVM
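HEK-293-derived GP2 cells expressing PTHR1 and a GloSensor cAMP reporter, 3,000/well, plated overnight, given luciferin plus IBMX (each 0.5 mM as added) for 1 h at 37 °C, then compound for 1 h at 37 °C. Luminescence was read after 15 min at room temperature.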
PLK1 PBD inh – inhibitors of human PLK1 polo-box domain binding; 2.8% of 360,000 active; Plk1 PBD binding of FITC phosphopeptide, fluorescence polarization; Potency, µM, inactives show max response, negative = inhibition, most hits filed as inhibitors; AID 720504; note: potency is the fitted concentration of half-maximal effect; series mostly up to about 57 µM; % is set by controls: 0 for no effect and ±100 for the full control effect; nearly all actives have a fitted effect of over 65% in size
IL-2 act – activators of IL-2; 0.065% of 360,000 active; IL-2 activation reporter assay, cell-based qHTS; stimulated with anti-CD3/CD4/CD28 beads; in transgenic mouse T cells; activation, % (series mostly up to about 46 µM); AID 652025; in the data active = activation above about 50%; inconclusive = mostly about 30% to 49%; note: 0% is about no effect
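Using fluorescent plate cytometry, EGFP and DsRed are detected in transgenic mouse T cells stimulated 18 h at 37 degrees C with antibody-coated beads after 60 min compound pretreatment.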
GLP-1R agonist – activates the human GLP-1 receptor | P43220 | HEK293 GLP-1R CRE-luciferase, luminescence, 4-6 h; cells express a hypersensitive GLP-1R form | Potency, µM (top dose mostly 45.6 µM), without a hit: at the highest dose activation, hits mostly activators | 0.007% of 380,000 active | AID 624172; note: potency is the fitted concentration of half-maximal effect; % of control where 0% means no effect
PI5P4Ka inh – PI5P4K alpha (human) kinase inhibition; 1.2% of 330,000 active; max response, %; P48426; PI5P4Kalpha enzyme, ADP-Glo luminescence, 60 min; stronger effect = lower value; active = max response of -50% or lower; inconclusive = between -30% and -50%; inactive = -30% or higher; note: value at the top dose of about 77 µM; % is set by controls: 0 for no effect and ±100 for the full control effect
Target sequence (P48426 whole entry, looked up): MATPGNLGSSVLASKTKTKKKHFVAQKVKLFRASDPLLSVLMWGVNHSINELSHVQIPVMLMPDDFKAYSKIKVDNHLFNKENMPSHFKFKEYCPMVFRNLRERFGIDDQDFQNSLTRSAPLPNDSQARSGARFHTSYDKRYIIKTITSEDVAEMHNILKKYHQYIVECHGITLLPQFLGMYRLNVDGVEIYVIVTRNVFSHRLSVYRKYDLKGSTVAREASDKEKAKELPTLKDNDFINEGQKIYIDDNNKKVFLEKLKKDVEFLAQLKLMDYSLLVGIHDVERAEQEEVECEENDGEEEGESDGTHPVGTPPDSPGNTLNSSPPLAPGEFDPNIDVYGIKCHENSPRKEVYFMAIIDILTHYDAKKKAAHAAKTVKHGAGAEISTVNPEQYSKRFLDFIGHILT
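ADP-Glo luminescence end-point after a 60 min room-temperature kinase reaction. PI5P4Kalpha and substrate in HEPES pH 7.4 buffer with EGTA, 0.1% CHAPS and 5% DMSO; ATP at 5 microM final.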
GLP1R cytotox – cytotoxic in the GLP-1 receptor inverse agonist counter-screen; HEK293 cAMP-luciferase reporter cells, luminescence, 24 h; Potency, µM (top dose mostly 38.3 µM), without a hit: at the highest dose activity change, negative = inhibition, usual class: inhibitors; 0.13% of 410,000 active; AID 624418;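 note: loss of luciferase light is scored as toxicity; potency is the fitted concentration of half-maximal effect; % is set by controls: 0 for no effect and ±100 for the full control effect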
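Compound-treated cells are incubated 24 hr at 37 deg C under 5% CO2 after a 12 hour attachment period, then luciferase detection reagent is added and luminescence is measured following 12 min at room temperature; lowered signal indicates toxicity.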
Numbers without * were called inactive; i = inactive; ? = inconclusive; nt = not tested or not shown; [ ] = remark or other dose. Unless noted, calls come from the whole dose curve; as a rule, active = well fitted curve in the direction sought with a large enough effect; inconclusive = small, poorly fitted or top-dose-only effect, or another doubt; inactive = no such curve, though single readings can be large; an effect the other way counts as inactive or inconclusive. These rows are one share of the data; the hit share may differ from the screen's.

no.	canonical_smiles	EPAC1 agonist	EPAC1 antag	GLP1R inv ag	PTHR1 agonist	PLK1 PBD inh
1	Cc1cn([C@H]2C[C@H](O)[C@@H](/C=C/C(=O)NCCC(C)C)O2)c(=O)[nH]c1=O	9%	6%	24%	-9%	-8%
2	O=C(Cc1ccccc1)Nc1ncnc2c1C(c1ccccc1)c1c(ccc3ccccc13)O2 (stereo not given)	3%	-11%	nt	-22%	nt
3	CCOC(=O)COc1nc(N(C)C)nc(N(C)C)n1	2%	-3%	5%	-21%[57.5 µM]	1%
4	CCc1cnc(Nc2nc(C(N)c3ccccc3Cl)cs2)nc1 (stereo not given)	-4%	-5%	-3%	i	-10%
5	Cc1ccc(CN2CCN(Cc3cnn(-c4ccc(Cl)cc4)c3)CC2CCO)o1 (stereo not given)	-1%	7%	?	-10%	-9%
6	CCCCCCCCCc1nc2sc3c(c2c(=O)n1NC(=O)c1ccccc1[N+](=O)[O-])CC(C)(C)OC3	-6%	-30%	-12%	-22%	-6%
7	Cc1ccc(C)c(NC(=O)Cn2c(=O)n(Cc3ccc4c(c3)OCO4)c(=O)c3ccccc32)c1	nt	nt	4%	?	nt
8	O=C(Cc1ccccc1F)Nc1cc(S(=O)(=O)N2CCOCC2)ccc1N1CCCC1	4%	16%	6%	i	-9%

no.	IL-2 act	GLP-1R agonist	PI5P4Ka inh	GLP1R cytotox
1	-0.3	-1%	-5	1%
2	-0.6	3%	nt	nt
3	0.0	-3%	-1	-1%
4	0.9	-2%	4	-5%
5	-1.2	4%	3	-4%
6	-1.2	0%	-3	2%
7	nt	0%	nt	11%
8	1.0	8%	4	-1%

Continuation.
no.	canonical_smiles	EPAC1 agonist	EPAC1 antag	GLP1R inv ag	PTHR1 agonist	PLK1 PBD inh
9	COc1ccc(NS(=O)(=O)c2cc(N)ccc2N2CCCC2)cc1	9%	-6%	-23%	-16%	-11%
10	Cn1c(=O)n(Cc2ccccc2F)c(=O)c2c1nc1n2CCCN1CCc1ccccc1	0%	-18%	-15%	-35%[inhibitor][57.5 µM]	-3%
11	Cc1cc(C)n(C(=O)Cn2nc(C)c(Br)c2C)n1	2%	-6%	9%	-25%	-8%
12	O=C(CSc1nnnn1Cc1ccccc1)c1ccc(F)cc1	-12%	-17%	-5%	-7%	2%
13	O=C(NCc1ccccn1)Nc1ccccc1C(F)(F)F	8%	-23%	-15%	12%	5%
14	COc1ccc(C2C(C(N)=O)=C(C)Nc3nc(-c4cccc(Cl)c4)nn32)cc1OC (stereo not given)	8%	0%	0%	i	-6%
15	CN(Cc1cn(Cc2ccc(Cl)cc2)nn1)C1CN(Cc2cn(Cc3ccc(Cl)cc3)nn2)S(=O)(=O)C1 (stereo not given)	9%	4%	-21%	-49%[inhibitor]	-11%
16	Oc1ccc(-c2nc3ccc(Cl)cn3c2Nc2ccc3c(c2)OCO3)cc1	nt	nt	5%	i	nt

no.	IL-2 act	GLP-1R agonist	PI5P4Ka inh	GLP1R cytotox
9	-0.1	-8%	-23	-3%
10	-0.6	0%	6	20%
11	2.6	-12%	2	-4%
12	-1.5	-1%	-4	2%
13	-1.8	0%	10	4%
14	-3.3	24%	2	2%
15	-0.9	-3%	-1	-7%
16	nt	2%	nt	3%

(more compounds)
no.	canonical_smiles	EPAC1 agonist	EPAC1 antag	GLP1R inv ag	PTHR1 agonist	PLK1 PBD inh
17	COc1cccc(C2=NOC(C(=O)Nc3cccnc3Cl)C2)c1 (stereo not given)	-6%	-21%	47%[activator]	i	-8%
18	COc1ccc(C(=O)/C=C/c2ccc(C)cc2)c(OC(=O)c2ccc([N+](=O)[O-])cc2)c1	3%	10%	6%	i	-2%
19	CCc1nnc(NC(=O)CSc2nc(-c3ccc(F)cc3)cc(-c3ccccc3)c2C#N)s1	7%	0%	-10%	-22%	-16%
20	COC(=O)C1=CN(CC2CCCO2)C=C(C(=O)OC)C1c1ccccc1C(F)(F)F (stereo not given)	-6%	-11%	-26%	-5%	0%
21	COc1ccc(-c2nc3c(c(=O)[nH]c(=O)n3Cc3ccccc3)n2CCO)cc1	-6%	9%	12%	i	-8%
22	Cc1ccc(NC(=O)N2CCSc3ccccc32)cc1	-4%	-16%	?	i	-13%
23	CC(=O)Nc1ccc(S(=O)(=O)Oc2ccc(C=O)cc2)cc1	-7%	?	0%	i	-16%
24	O=C(O)c1cccc(Br)c1	0%	0%	-7%	-14%	-6%

no.	IL-2 act	GLP-1R agonist	PI5P4Ka inh	GLP1R cytotox
17	-1.7	22%	-12	-9%
18	-1.5	-10%	1	-2%
19	-0.9	6%	-2	7%
20	1.1	-2%	0	154%[activator]
21	-1.7	6%	-1	-18%
22	-3.1	2%	-4	0%
23	0.0	1%	0	12%
24	-0.2	1%	-3	-6%

Some of the entries so far, with bars between the fields.
# | SMILES | EPAC1 agonist | EPAC1 antag | GLP1R inv ag | PTHR1 agonist | PLK1 PBD inh | IL-2 act | GLP-1R agonist | PI5P4Ka inh | GLP1R cytotox
22 | Cc1ccc(NC(=O)N2CCSc3ccccc32)cc1 | -4% | -16% | ? | i | -13% | -3.1 | 2% | -4 | 0%
24 | O=C(O)c1cccc(Br)c1 | 0% | 0% | -7% | -14% | -6% | -0.2 | 1% | -3 | -6%
21 | COc1ccc(-c2nc3c(c(=O)[nH]c(=O)n3Cc3ccccc3)n2CCO)cc1 | -6% | 9% | 12% | i | -8% | -1.7 | 6% | -1 | -18%

Other entries
no.	canonical_smiles	EPAC1 agonist	EPAC1 antag	GLP1R inv ag	PTHR1 agonist	PLK1 PBD inh
25	COC(=O)c1ccc([C@@H]2C[C@H]3CN(Cc4cccnc4)C(=O)[C@]34CCCN24)cc1	16%	0%	24%	i	-22%
26	COc1ccc(N2CCN(C(=O)CSc3nnc(Cn4nnc5ccccc54)n3C)CC2)cc1	6%	-1%	2%	-15%[57.5 µM]	0%
27	CC(=NNC(=O)c1ccncc1)c1ccc(Cl)cc1Cl	-6%	-24%	-20%	i	0%
28	CCOc1ccc(NC(=O)CN2CCN(CC(=O)Nc3cccc(F)c3)CC2)cc1	-5%	10%	?	?	0%
29	COc1cc(Cl)ccc1OCc1cc(C(=O)N2CCCCC2c2cccnc2)no1 (stereo not given)	-10%	-3%	25%	-19%	-7%
30	Cc1ccc(C(=O)C=CC=Cc2ccccc2)cc1	12%	-9%	-8%	-35%[inhibitor]	-10%
31	Cc1cccc(C(=O)Nc2ccc(C(=O)N/N=C/c3ccco3)cc2)c1	14%	-8%	-9%	i	21µM*
32	COC(=O)C1=C(C)N(C)C(=O)/C1=C\c1cccs1	2%	2%	2%	-2%[57.5 µM]	-7%

no.	IL-2 act	GLP-1R agonist	PI5P4Ka inh	GLP1R cytotox
25	-3.7	10%	-9	-11%
26	-2.2	-5%	nt	?
27	-0.2	13%	0	-5%
28	-0.3	-11%	1	-7%
29	0.0	0%	-6	3%
30	-0.6	-1%	11	6%
31	2.4	2%	-51*	-29%
32	-1.5	0%	nt	?

A few values from the entries so far:
PI5P4Ka inh with `COC(=O)c1ccc([C@@H]2C[C@H]3CN(Cc4cccnc4)C(=O)[C@]34CCCN24)cc1` : -9
EPAC1 antag with `COC(=O)C1=C(C)N(C)C(=O)/C1=C\c1cccs1` : 2%

Remaining list, next part:
no.	canonical_smiles	EPAC1 agonist	EPAC1 antag	GLP1R inv ag	PTHR1 agonist	PLK1 PBD inh
33	Cc1ccc(-c2nc(CN(Cc3cnn(C)c3)C(C)C)c(C)o2)o1	0%	6%	1%	i	2%
34	COc1cc2c3nnc(-c4ccccc4)c-3cn(Cc3ccc(F)cc3)c2cc1OC	9%	2%	56%[activator]	i	-9%
35	CCOc1ccccc1Nc1ccc(C(=O)O)cc1NC(C)=O	1%	0%	5%	21%[57.5 µM]	-6%
36	CCCCN1C(=O)C(NC(=O)c2cccnc2)(C(F)(F)F)C2=C1CC(C)(C)CC2=O (stereo not given)	6%	-20%	7%	-7%[57.5 µM]	-4%
37	CCOc1cc(S(=O)(=O)Nc2ccncc2)ccc1F	19%	11%	8%	-7%	-8%
38	CCc1ccc(/C=C2\SC(=S)N(CCCC(=O)N3CCCC3)C2=O)cc1	0%	10%	?	-37%[inhibitor]	-3%
39	Cc1csc(NC(=O)c2cccs2)n1	-2%	10%	-4%	-6%	-2%
40	C/C(Cc1ccccc1)=N\NC(=O)CNC(=O)COc1cccc(C)c1	7%	-10%	-8%	18%	-7%

no.	IL-2 act	GLP-1R agonist	PI5P4Ka inh	GLP1R cytotox
33	0.9	5%	-4	-7%
34	12	14%	8	45%[activator]
35	0.3	-17%	1	0%
36	-0.8	-10%	3	6%
37	0.1	0%	-1	-8%
38	-1.8	7%	1	-8%
39	2.8	-6%	0	-3%
40	-0.3	4%	0	0%

(continued)
no.	canonical_smiles	EPAC1 agonist	EPAC1 antag	GLP1R inv ag	PTHR1 agonist	PLK1 PBD inh
41	COc1ccc(NC(=O)C2Cc3c(-c4ccc(Cl)cc4)ccnc3O2)cn1 (stereo not given)	7%	-21%	?	-23%	2%
42	CC1(C(=O)NCC2CC2)CCN1C(=O)C/C=C/c1ccccc1 (stereo not given)	-2%	-2%	7%	i	-12%
43	CCOc1cc(-c2ccccc2)nc(N)n1	0%	21%	47%[activator]	-22%	0%
44	CCCN1CCC(NC(=O)CC2C(=O)NCCN2Cc2cccc(OC)c2)CC1 (stereo not given)	-3%	26%	-9%	-3%	-7%
45	Cn1c(Cn2c(=O)sc3ccccc32)nnc1SCC(=O)Nc1ccc2c(c1)OCO2	-11%	-16%	-15%	i	-13%
46	O=C(CSc1nccn1Cc1ccco1)Nc1ccccc1F	0%	-10%	?	-33%[inhibitor]	-4%
47	CCCc1c(C(=O)N/N=C/C(C)=C/c2ccccc2)nnn1-c1nonc1N	-3%	8%	-10%	-15%	-5%
48	CCOC(=O)/C(=N\Nc1ccc(Br)cc1)N1CCN(c2ccccc2OC)CC1	-13%	-11%	2.2µM*	i	-9%

no.	IL-2 act	GLP-1R agonist	PI5P4Ka inh	GLP1R cytotox
41	-0.7	0%	1	-19%
42	0.8	0%	-1	2%
43	-2.6	19%	10	-21%
44	-1.1	5%	-1	0%
45	-0.3	-4%	5	1%
46	-2.3	3%	8	5%
47	-5.0	0%	-10	-1%
48	-2.9	1%	25	?
